High-throughput results deposited in PubChem by National Center for Advancing Translational Sciences (NCATS).
uPA surface inh: blocks generation of uPA at the cell surface; cell surface uPA generation assay, qHTS; Potency, µM (top dose mostly 38.3 µM), inactives show at the highest dose activity change, negative = inhibition, usual class: inhibitors; 330,000 tested, 0.31% active; AID 540303; active = well fitted inhibition curve with a large enough effect; inconclusive = small, poorly fitted or top-dose-only effect; inactive = no such curve, though single readings can be large or run the other way; tested in mouse RAW 264.7 cells; note: potency is the fitted concentration of half-maximal effect; % is set by controls: 0 for no effect and ±100 for the full control effect; nearly all actives have a fitted effect of over 55% in size
ELG1 genotox: genotoxicity induction in ELG1-luciferase HEK293T cells | HEK293T ELG1-luciferase reporter, luminescence, 16 h | Potency, µM (series often up to 46 µM), without a hit: at the top dose activity change, positive = activation, usual class: activators | 330,000 tested, 1.3% active; note: potency is the fitted concentration of half-maximal effect; % of control where 0% means no effect; nearly all actives have a fitted effect of over 60% in size
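HEK293T cells expressing luciferase-tagged ELG1 were treated with compound or DMSO for 16 hr at 37°C. Luciferase activity was then read after 30 min with ONE-Glo at room temperature; rising signal flags genetic stress.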
TRPV1 ag: agonists of human vanilloid receptor 1 (TRPV1). Q8NER1. 320,000 tested, 0.19% active. TRPV1-expressing cells, Fluo-8 calcium influx, agonist mode. activation, % at 8.33 µM; in the data active = activation above about 80%; inconclusive = between about 30% and that limit; note: 0% is about no effect
Target sequence (Q8NER1 whole entry, looked up): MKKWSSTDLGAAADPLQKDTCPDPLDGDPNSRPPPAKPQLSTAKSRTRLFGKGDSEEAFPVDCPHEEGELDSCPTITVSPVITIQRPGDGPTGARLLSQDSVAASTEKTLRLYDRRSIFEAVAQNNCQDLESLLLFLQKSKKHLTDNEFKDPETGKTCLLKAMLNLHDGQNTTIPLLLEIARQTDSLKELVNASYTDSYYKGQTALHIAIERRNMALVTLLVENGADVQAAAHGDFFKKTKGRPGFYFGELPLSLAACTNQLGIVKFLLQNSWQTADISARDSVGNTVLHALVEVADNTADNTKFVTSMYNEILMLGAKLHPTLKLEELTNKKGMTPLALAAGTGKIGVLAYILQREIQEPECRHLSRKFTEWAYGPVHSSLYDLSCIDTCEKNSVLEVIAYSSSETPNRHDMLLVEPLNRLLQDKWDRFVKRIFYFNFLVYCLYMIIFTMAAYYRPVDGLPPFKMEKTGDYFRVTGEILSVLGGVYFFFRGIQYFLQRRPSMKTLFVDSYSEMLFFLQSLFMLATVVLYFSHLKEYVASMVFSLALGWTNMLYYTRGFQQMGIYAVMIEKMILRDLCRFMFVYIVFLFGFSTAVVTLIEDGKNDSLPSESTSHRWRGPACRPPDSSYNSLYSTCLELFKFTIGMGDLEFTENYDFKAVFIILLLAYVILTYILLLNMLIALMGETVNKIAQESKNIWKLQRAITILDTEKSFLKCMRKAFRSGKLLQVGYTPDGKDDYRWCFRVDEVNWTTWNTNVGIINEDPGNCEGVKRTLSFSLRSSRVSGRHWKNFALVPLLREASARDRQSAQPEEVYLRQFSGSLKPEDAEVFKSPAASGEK
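TRPV1-expressing cells were cultured overnight at 35.5C and loaded with Fluo-8 calcium dye for 40 to 90 min at room temperature. After a 10 s baseline, compound was added and calcium influx was read kinetically for 3 min (ex 480/em 520 nm).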
ASM inhibitor: inhibitors of human secretory acid sphingomyelinase. P17405. AID 504937. placental ASM, HMU-PC fluorogenic substrate, 60 min. 340,000 tested, 0.006% active. Potency, µM (top dose mostly 57.5 µM), for the others: at the highest dose activity change, negative = inhibition, actives largely listed as inhibitors; note: potency is the fitted concentration of half-maximal effect
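Human placenta-derived ASM enzyme was preincubated with compound for 10 minutes at room temperature, then given fluorogenic substrate HMU-PC0 (9 uM final) for 60 minutes at 37 °C; a pH 10 stop preceded fluorescence reading at Ex 386/Em 447 nm.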
USP2a block: USP2a (human) protease inhibition. O75604. USP2 core, Ub-CHOP2 coupled fluorogenic reporter, 485/531. Potency, µM (highest dose often 38.3 µM), for inactives: top-dose activity change, negative = inhibition, usual class: inhibitors. 330,000 tested, 0.01% active. AID 463254;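 note: potency is the fitted concentration of half-maximal effect; plate controls were DMSO wells for no effect and full inhibition by NEM control for full effect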
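USP2 core (10nM final) preincubated 30min RT with compound in 20mM Tris-HCl pH 8.0, 2mM CaCl2, 2mM beta-mercaptoethanol, 0.05% CHAPS; 25nM Ub-CHOP2 plus 25nM reporter substrate added, fluorescence (Ex485/Em531) read after 60min.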
TSG101-PTAP inh: blocks PTAP/TSG101 interaction to inhibit HIV-1 budding | Q99816 | Fluorescence polarization, FITC-PTAP peptide / Tsg101 binding | Potency, µM (top dose mostly 115 µM), for inactives: at the highest dose activity change, negative = inhibition, most hits filed as inhibitors | 340,000 tested, under 10 active; active = well fitted inhibition curve with a large enough effect in the main read-out, with a control signal flat, not every such curve was filed as active; inconclusive = small, poorly fitted or top-dose-only effect, or effect the other way, or a change in a side signal; inactive = no such curve, though single readings can be large or run the other way; note: potency is the fitted concentration of half-maximal effect; % of control where 0% means no effect
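Compounds were pin-transferred onto Tsg101 binding domain (10 uM final) in HEPES pH 7.5 buffer, then FITC-PTAP peptide was added at 50 nM final. After 20 min at RT, polarization reported peptide displacement across a qHTS concentration series.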
p53 reactivator: restores transcriptional activity of mutant p53; 320,000 tested, 0.063% active; AID 504706; H1299 p53-A138V BP100-luciferase reporter, luminescence, 24 h; Potency, µM (doses to about 92.2 µM), inactives show top-dose activity change, positive = activation, usual class: activators; note: potency is the fitted concentration of half-maximal effect; % of control where 0% means no effect; nearly all actives have a fitted effect of over 45% in size
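H1299 (p53-null), stable ts p53-A138V + BP100-Luc; 1000 cells/well, Opti-MEM/10% FBS; cpd 4 pt, 1:5; 24 h, 37 deg C, 5% CO2; detection reagent 10 min RT; luminescence.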
a7 integrin act: activates integrin-mediated alleviation for muscular dystrophy; alpha7betagal myoblasts, beta-gal FDG fluorescence, 48 h; Potency, µM (titrated, usually from 38.3 µM), inactives show at the highest dose activation, usual class: activators; 350,000 tested, 0.064% active; AID 624291;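 note: potency is the fitted concentration of half-maximal effect; 100% = response of the positive control SU9516; nearly all actives have a fitted effect of over 60% in size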
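alpha7betagal+/- myoblasts (passage 13, 250/well) treated 48 h at 37C with compounds at 1:260 dilution of DMSO stock. Lysed, then beta-galactosidase activity read as FDG fluorescence (ex 480/em 540) after 30 min, with pre-read for autofluorescence.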
BRCA1 expr act: activators of BRCA1 expression; MCF7-BRCA1-FFLuc reporter, luminescence, 48 h; response scale: scaled: vehicle 0%, 10 µM genistein 100%; Potency, µM (highest dose often 46.1 µM), for the others: at the top dose activation, usual class: activators; 380,000 tested, 1.1% active; AID 624202; note: potency is the fitted concentration of half-maximal effect; nearly all actives have a fitted effect of over 80% in size; some results filed as inactive show a strong effect at the top dose
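Quantitative HTS in MCF7 cells stably reporting BRCA1 expression via firefly luciferase. Compound treatment lasts 48 h at 37 °C in phenol-red free MEM. Activation is expressed relative to genistein at 10 microM and DMSO.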
Eya2 phos inh: Eya2 (human) phosphatase inhibition; O00167; recombinant Eya2, OMFP fluorescence dephosphorylation (OMFP is methylfluorescein phosphate); Potency, µM (top dose mostly 76.9 µM), without a hit: top-dose activity, negative = inhibition, most hits filed as inhibitors; 330,000 tested, 0.006% active; AID 488837; note: potency is the fitted concentration of half-maximal effect; % is set by controls: 0 for no effect and ±100 for the full control effect
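Eya2 (0.2 uM) preincubated 10 min at ambient with compound, then OMFP substrate added at 50 uM; 10 min reaction in 50 mM HEPES pH 7.5, 50 mM NaCl, 5 uM MgCl2, 0.05% BSA, 1 mM DTT. Fluorescence read at Ex 485/Em 525 nm.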
B2AR arrestin: agonists driving beta-arrestin recruitment to human beta2-adrenergic receptor; P07550; 330,000 tested, 0.02% active; Potency, µM (series often up to 46.1 µM), inactives show at the highest dose activation, usual class: activators; beta-arrestin recruitment to beta2AR, cell-based reporter; AID 492947;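 note: potency is the fitted concentration of half-maximal effect; 0% = DMSO controls and full agonism = EC100 isoproterenol or metaproterenol; nearly all actives have a fitted effect of over 65% in size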
Starred values were filed as active, the others as inactive; ? = inconclusive; · = not tested or not shown; [ ] = dose if it differs, or a comment. Unless noted, calls come from the whole dose curve; as a rule, active = well fitted curve in the direction sought with a large enough effect; inconclusive = small, poorly fitted or top-dose-only effect, or another doubt; inactive = no such curve, though single readings can be large; an effect the other way counts as inactive or inconclusive.

SMILES	uPA surface inh	ELG1 genotox	TRPV1 ag	ASM inhibitor	USP2a block	TSG101-PTAP inh	p53 reactivator	a7 integrin act	BRCA1 expr act	Eya2 phos inh	B2AR arrestin
Cc1nc([N+](=O)[O-])cn1Cc1cccc2ccccc12	-15%	0%	5	-3%	-3%	-2%	?	-23%	-6%	7%	-0.5%
CCOc1ccc(N2CC(C(=O)NCCc3c[nH]c4ccc(C)cc34)CC2=O)cc1 (centres undefined)	-8%	-8%	1	-4%	2%	-1%	-4%	-1%	-21%	2%	-1.4%
CCOC(=O)C1CCN(C/C=C/c2ccccc2[N+](=O)[O-])CC1	-1%	0%	0	-4%	-1%	1%	-7%	-16%	0%	2%	-0.6%
Cc1cc(C)c2oc(C(=O)N(Cc3ccccc3)c3ccccn3)cc(=O)c2c1	1%	-2%	·	-5%	-3%	-3%	1%	-13%	-9%	-3%	-0.1%
O=C(O)CCCC(=O)NCCc1ccncc1	-3%	0%	-19	1%	1%	-3%	·	-1%	39%	3%	-0.3%
COc1ccc(NC(=O)CN(C)C(=O)Cc2ccc(S(=O)(=O)N3CCOCC3)s2)cc1	9%	-2%	4	6%	-1%	0%	-4%	29%	6%	11%	0.0%
Cc1cc(C)c(S(=O)(=O)c2ccccc2C)c(N(C)C)n1	9%	-11%	2	2%	2%	-3%	-1%	1%	-3%	-3%	0.1%
O=C(c1nc2n(n1)C(c1ccc(Cl)cc1)C=C(c1ccccc1)N2)N1CCOCC1 (centres undefined)	-7%	1%	?	11%	13%	-6%	16%	3%	-29%	7%	-2.1%
Cc1cccc(NS(=O)(=O)c2c(C(=O)N3CCCC3)c(C)n(C)c2C)c1	2%	0%	-2	2%	3%	-5%	-4%	?	14%	2%	0.4%
O=C(CCn1c(=O)c2ccccc2n(CC(=O)NCCC2=CCCCC2)c1=O)NCc1ccco1	0%	1%	8	-3%	1%	-1%	4%	-25%	-11%	-8%	-0.2%
COc1cc(S(=O)(=O)N2CCN(Cc3ccc4c(c3)OCO4)CC2)c(C)cc1C	8%	-1%	-2	-1%	-8%	-3%	-1%	-32%	-35%	-8%	0.3%
N#C/C(=C\c1ccc(C(=O)O)cc1)c1ccccn1	-2%	-2%	-3	2%	2%	-6%	0%	-38%[inhibitor]	0%	0%	-0.2%
CN(C)C(CNC(=O)c1cccc(S(=O)(=O)NCc2ccccc2)c1)c1ccccc1 (centres undefined)	3%	4%	-1	0%	0%	-2%	1%	3%	1%	-20%	-0.9%
Cc1cc(O)c(C(C[N+](=O)[O-])c2ccc(Cl)cc2Cl)c(=O)o1 (centres undefined)	·	0%	7	-1%	6%	-3%	-5%	-36%	-16%	15%	-0.3%
CCC(Cc1ccccc1)OC(=O)c1ccccc1C(=O)O (centres undefined)	1%	·	·	-3%	·	-5%	·	-17%	-17%	·	·
NC(=O)NC(=O)CC1S/C(=N/N=C2\CSC(=O)N2)NC1=O (centres undefined)	3%	-2%	-3	1%	3%	-2%	1%	-10%	4%	-3%	-0.3%
Cc1ccccc1Cn1c(=N)n(CC(O)c2ccco2)c2ccccc21 (centres undefined)	-8%	-4%	5	5%	0%	-1%	-11%	-17%	-55%	-15%	0.0%
O=C(/C=C/c1ncc(C(F)(F)F)cc1Cl)OCc1ccccc1	·	-1%	7	-3%	0%	-8%	7%	3%	0%	13%	0.1%
O=S(=O)(c1ccccc1)[C@@]1(c2ccccc2)C[C@@H]2ON=C(c3cccc(-c4ccccc4)c3)[C@@H]2C1	8%	0%	-2	1%	-2%	·	-6%	-1%	-27%	4%	0.3%
O=S(Cc1ccccc1)c1ccccc1 (centres undefined)	3%	·	·	1%	·	-1%	·	25%	0%	·	·
COc1ccc(C)cc1NC(=O)COC(=O)c1c(C)nn(-c2ccccc2)c1C	-8%	-3%	-3	-3%	-9%	-7%	-4%	27%	1%	-18%	0.5%
CC(C)OC(=O)c1cccc(NC(=O)CSc2nnc(N)s2)c1	-1%	5%	8	0%	-4%	0%	2%	-10%	-2%	-13%	0.0%
CCOC(=O)N1CCN(S(=O)(=O)c2ccc(C(=O)Nc3ccc(F)cc3F)cc2)CC1	?	-1%	9	-4%	1%	4%	-4%	-7%	-70%	-35%	0.4%
Cc1ccc(NS(=O)(=O)c2c(C)[nH]c(C)c2C(=O)N2CCCCC2)c(C)c1	7%	0%[9.26 µM]	-1	4%	7%	-5%	-6%	22%	1%	?	0.0%
C/C(=N\NC(=O)c1cc(-c2ccccn2)nc2ccccc12)c1cccc([N+](=O)[O-])c1	2%	-6%	27	-2%	4%	-2%	2%	-19%	-7%	10%	-0.3%

More structures
SMILES	uPA surface inh	ELG1 genotox	TRPV1 ag	ASM inhibitor	USP2a block	TSG101-PTAP inh	p53 reactivator	a7 integrin act	BRCA1 expr act	Eya2 phos inh	B2AR arrestin
COc1ccc(NC(=S)NC(NC(=O)c2ccccc2Cl)C(Cl)(Cl)Cl)c([N+](=O)[O-])c1 (centres undefined)	-1%	-5%	0	-16%	0%	-3%	3%	-22%	-21%	-2%	5.8%
COc1cc(OC)cc(C(=O)OCC(=O)NC2CCCCCC2)c1	1%	-1%	16	-1%	1%	-2%	6%	-37%[inhibitor]	-2%	-14%	-1.2%
O=C(NCc1ccc2c(c1)OCO2)c1ccc(N2C(=O)C3CCCCC3C2=O)cc1 (centres undefined)	7%	1%	1	-5%	3%	-2%	-2%	16%	1%	-1%	0.2%
Cc1ccc(OCCn2c(=O)cnc3ccccc32)cc1	-20%	11%	1	12%	1%	-2%	29%	5%	-48%	-1%	-0.3%
COc1ccc(NS(=O)(=O)c2cccc(N/C(=N\S(=O)(=O)c3ccccc3)c3ccc(F)cc3)c2)cc1	4%	-10%	-7	-5%	-18%	0%	-16%	16%	0%	-14%	3.0%
O=C(Nc1ccccc1N1CCCC1)c1cccnc1	0%	0%	-2	0%	1%	-6%	3%	-14%	-2%	-24%	-1.6%
O=C(NC(=S)Nc1ccc(Cc2ccncc2)cc1)c1ccccc1Cl	-1%	-2%	2	·	0%	-1%	-11%	3%	-15%	2%	-0.1%
CSc1ccccc1NC(=O)COC(=O)c1ccccc1Cc1ccccc1	6%	-1%	18	-5%	4%	-2%	4%	5%	-28%	2%	-2.8%
O=c1cc(O)c(-c2cccc(Cl)c2)c(Cl)[nH]1	1%	-6%	-6	8%	0%	-6%	0%	23%	0%	11%	-1.3%
CCOc1cc(NC(=O)Nc2ccccc2)c(OCC)cc1NC(=O)CC	23%	7%	4	3%	0%	-2%	8%	2%	-20%	1%	-2.4%
O=C(NCC(=O)N1CCOCC1)c1ccc(Br)cc1	1%	21%	-2	3%	2%	-1%	?	4%	21%	0%	-0.8%
Cc1cc(C)n2nc(SC(C)C(=O)Nc3ccc(Cl)cn3)nc2n1 (centres undefined)	0%	4%	-6	0%	0%	-3%	7%	-5%	-7%	4%	0.0%
CC(=O)N1c2ccc(S(=O)(=O)NCCC(=O)Nc3cccc(Cl)c3)cc2CC1C (centres undefined)	-8%	-1%[9.26 µM]	3	-1%	1%	-4%	1%	30%	-8%	1%	-0.1%

Exported with two lines to a compound: entries from further up
Below each compound – uPA surface inh, ELG1 genotox, TRPV1 ag, ASM inhibitor, USP2a block, TSG101-PTAP inh, p53 reactivator, a7 integrin act, BRCA1 expr act, Eya2 phos inh, B2AR arrestin
- COc1cc(OC)cc(C(=O)OCC(=O)NC2CCCCCC2)c1
    1%, -1%, 16, -1%, 1%, -2%, 6%, -37%[inhibitor], -2%, -14%, -1.2%
- O=C(NCc1ccc2c(c1)OCO2)c1ccc(N2C(=O)C3CCCCC3C2=O)cc1 (centres undefined)
    7%, 1%, 1, -5%, 3%, -2%, -2%, 16%, 1%, -1%, 0.2%
- Cc1ccc(OCCn2c(=O)cnc3ccccc32)cc1
    -20%, 11%, 1, 12%, 1%, -2%, 29%, 5%, -48%, -1%, -0.3%
- COc1ccc(NS(=O)(=O)c2cccc(N/C(=N\S(=O)(=O)c3ccccc3)c3ccc(F)cc3)c2)cc1
    4%, -10%, -7, -5%, -18%, 0%, -16%, 16%, 0%, -14%, 3.0%
- O=C(Nc1ccccc1N1CCCC1)c1cccnc1
    0%, 0%, -2, 0%, 1%, -6%, 3%, -14%, -2%, -24%, -1.6%
